Screening results from PubChem BioAssay.
Pf Dd2 inh: P. falciparum Dd2 growth inhibitors, primary screen, SYBR Green fluorescence, single dose replicates; 72 h; hits give low values; activity change, % at 10 µM; 2.3% of 94,000 active; AID 1159554, 2015; in the data active means activity change below about -80%; inconclusive means no clear call, values can overlap the other calls
C diff growth: C. difficile growth inhibitors, primary screen, HTS. Clostridium difficile clinical isolate growth, OD600, 24 h; hits give low values. growth activity, negative = inhibition, % at 16 µg/mL (by protocol). 0.25% of 86,000 active;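 active means mean growth activity at or below -80% and every replicate also at or below -80%; inconclusive means mean at or below -80% but some replicate above -80%; inactive means mean growth activity above -80%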;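 further: 0% = DMSO wells and -100% = levofloxacin 16 µg/mL wells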
T cruzi growth: T. cruzi intracellular proliferation inhibitors, primary screen, cell-based, beta-gal Tulahuen parasites, NIH3T3 host, luminescence | T. cruzi beta-gal in NIH3T3, GalScreen luminescence, 90 h | inhibition, % at 8.34 µM | 5.9% of 77,000 active | AID 624255, 2012;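 active means mean inhibition above about 93%, with at least 55% of replicates each passing it, limit read from the data, passing the limit was not always enough; inconclusive means only one of those two conditions holds; inactive means neither condition holds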
KDM4C inh: inhibitors of GASC-1 (KDM4C) histone demethylase, primary screen, biochemical, single concentration HTS; GST-KDM4C 2-372, H3K9me3 peptide, LANCE TR-FRET; inhibition, % at 12.5 µM; 0.15% of 96,000 active;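 active means mean replicate inhibition above about 25%, with at least 55% of replicates also reaching it, limit read from the data, passing the limit was not always enough; inconclusive means only one of those two conditions met; inactive means neither condition met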
Target sequence (Q9H3R0 2-372 limits assumed): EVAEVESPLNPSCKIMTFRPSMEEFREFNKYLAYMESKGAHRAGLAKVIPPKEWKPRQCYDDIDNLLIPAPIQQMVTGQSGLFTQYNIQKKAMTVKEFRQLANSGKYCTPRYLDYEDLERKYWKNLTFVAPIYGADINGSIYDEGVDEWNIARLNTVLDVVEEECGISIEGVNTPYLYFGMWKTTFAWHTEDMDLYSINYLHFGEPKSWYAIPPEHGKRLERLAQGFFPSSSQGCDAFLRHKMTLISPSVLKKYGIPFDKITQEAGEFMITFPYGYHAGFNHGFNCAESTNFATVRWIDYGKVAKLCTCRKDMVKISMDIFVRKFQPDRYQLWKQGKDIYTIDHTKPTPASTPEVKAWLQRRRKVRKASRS
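Material: GST-tagged GASC-1 (JMJD2C) catalytic fragment, aa 2-372 / Quantity: enzyme final amount 10 nM / Medium: HEPES buffer, pH 7.5, plus ascorbate / Doses: one test concentration per compound / Incubation: 30 min reaction, 60 min detection, RT / Measured by: LANCE TR-FRET / Read-out: inhibition from TR-FRET ratio decrease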
Starred values were filed as active, the others as inactive; ? = inconclusive; . = no result given; & = joins results of further samples. Not a hit list; 6.7% or so of the library scored in one or more.

SMILES	Pf Dd2 inh	C diff growth	T cruzi growth	KDM4C inh
CN(C)CC(=O)Nc1ccc2c(c1)[C@H]1C[C@@H](CC(=O)NCc3cccc(F)c3)O[C@H](CO)[C@H]1O2	27	0	-16	1.4
O=C(C[C@H]1CC[C@H]2[C@@H](COC[C@@H](O)CN2C(=O)Nc2cc(Cl)cc(Cl)c2)O1)N1CCCCC1	2	.	11	-1.1
CN(C[C@@H]1[C@@H](c2ccccc2)[C@H](CO)N1C(=O)C1CCC1)C(=O)c1ccccn1	9	0	24	-0.3
C[C@@H]1CN([C@H](C)CO)C(=O)c2cc(-c3ccncc3)cnc2O[C@@H]1CN(C)C(=O)c1ccc(F)cc1	19	9	56	11
CC(C)NC(=O)N(C)C[C@H]1Oc2ccc(NC(=O)Cn3cnnn3)cc2C(=O)N([C@@H](C)CO)C[C@H]1C	32	.	2	1.0
N#Cc1ccc(-c2ccc([C@@H]3[C@@H](CO)N4C(=O)CNC[C@@H]34)cc2)cc1	0	-2	.	-0.1
O=C(c1cnccn1)N1CC(=O)N2[C@H](CO)[C@H](c3ccc(C#CCC4CCCC4)cc3)[C@@H]2C1	-38	-8	.	-1.1
C[C@H]1CN([C@@H](C)CO)C(=O)c2cc(NC(=O)CCN3CCOCC3)ccc2O[C@H]1CN(C)S(=O)(=O)c1ccc(F)cc1	6	-4	25	0.3
COc1ccc(NC(=O)Nc2ccc3c(c2)CC(=O)N([C@H](C)CO)C[C@H](C)[C@@H](CN(C)C(=O)Nc2ccc(F)cc2)O3)cc1	-35	-1	43	-1.7
C/C=C/c1ccc2c(c1)O[C@H](CN(C)C(=O)NC(C)C)[C@@H](C)CN([C@H](C)CO)S2(=O)=O	13	5	6	2.2
C[C@@H]1CCCCO[C@@H](CN(C)Cc2ccc(Cl)c(Cl)c2)[C@H](C)CN([C@@H](C)CO)C(=O)c2cc(NS(C)(=O)=O)ccc2O1	-68	7	64	1.7
CC(=O)N1[C@@H]2c3ccc(-c4cncnc4)c(=O)n3C[C@@H]2[C@@H](CO)[C@@H]1C(=O)NCc1ccccc1Cl	.	-4	30	-3.2
C[C@H]1CN([C@@H](C)CO)C(=O)c2cccc(N(C)C)c2O[C@H]1CN(C)S(=O)(=O)c1ccc(F)cc1	13	12&6	.	1.3
COCCNC(=O)C[C@@H]1C[C@@H]2c3cc(NS(=O)(=O)c4ccccc4)ccc3O[C@@H]2[C@@H](CO)O1	23	.	12	1.1
C[C@H](CO)N1C[C@H](C)[C@@H](CN(C)CC2CCCCC2)Oc2c(NC(=O)Nc3ccc4c(c3)OCO4)cccc2C1=O	2	-2	16	0.4
COc1ccc(NC(=O)N[C@H]2CC[C@H](CCNS(=O)(=O)c3cccc(Cl)c3)O[C@@H]2CO)cc1	-29	6	49	-2.1
CN(C)CC#Cc1ccc([C@@H]2[C@@H](CO)N3CCCCN(C(=O)Nc4cc(F)ccc4F)C[C@@H]23)cc1	-27	12	106*	4.8
O=C([C@@H]1[C@@H](CO)[C@@H]2Cn3c(cccc3=O)[C@H]1N2CC1CCCC1)N1CCCCC1	-2	2	5	3.7
CC(C)C#Cc1ccc([C@@H]2[C@H]3CN(C(=O)NC(C)C)CCCCN3[C@H]2CO)cc1	40	-6	43	0.2
C/C=C/c1ccc([C@H]2[C@H](CO)N3CCCCN(S(=O)(=O)c4ccc(OC)cc4)C[C@@H]23)cc1	6	31	100*	-1.0
C/C=C/c1ccc([C@@H]2[C@@H](CO)N3C(=O)CN(C(=O)c4ccc(F)cc4)C[C@H]23)cc1	-5	-4	.	0.1
COc1ccc(NC(=O)N(C)C[C@@H]2OCCCC[C@H](C)Oc3ccc(NC(=O)c4ccccc4)cc3C(=O)N([C@@H](C)CO)C[C@@H]2C)cc1	-84*	-3	48	5.1
O=C(NC[C@H]1[C@@H](c2ccccc2)[C@@H](CO)N1CC1CCCC1)c1ccncc1	-1	12	26	-0.8
CCCC(=O)Nc1ccc2c(c1)OC[C@@H](C)N(Cc1ccc(-c3ccccn3)cc1)C[C@@H](C)[C@@H](OC)CN(C)C2=O	-38	1	10	1.7
CC=Cc1ccc2n(c1=O)C[C@H]1[C@H](CO)[C@@H](C(=O)NC3Cc4ccccc4C3)N(CCC)[C@@H]21 (mixture of isomers)	-13	6	26	7.2
CN(C)Cc1cn(CC[C@@H]2CC[C@H](NC(=O)Nc3ccc4c(c3)OCO4)[C@@H](CO)O2)nn1	21	.	-27	2.1
CC(C)C(=O)Nc1ccc2c(c1)C(=O)N(C)[C@@H]1CC[C@H](CC(=O)O)O[C@H]1CO2	23	-5	-29	3.0
CC(C)NC(=O)N(C)C[C@@H]1Oc2cc(C#C[C@H](C)O)ccc2S(=O)(=O)N([C@@H](C)CO)C[C@@H]1C	9	-4	.	-0.9
O=C(CN1CCOCC1)NCC[C@H]1CC[C@@H](NC(=O)Nc2ccccc2)[C@H](CO)O1	-8	-2	14	0.8
O=C(Nc1ccc2c(c1)[C@@H]1C[C@H](CC(=O)N3CCOCC3)O[C@@H](CO)[C@@H]1O2)c1cccnc1	-1	1	-18	0.9
C[C@H]1CN([C@@H](C)CO)C(=O)c2cccc(NS(C)(=O)=O)c2O[C@@H]1CN(C)Cc1ccc(C(F)(F)F)cc1	1	0	20	-1.0
Cc1ccc(S(=O)(=O)Nc2cccc3c2O[C@H](CN(C)C(=O)Nc2c(C)noc2C)[C@@H](C)CN([C@@H](C)CO)C3=O)cc1	34	6	24	-1.8
C[C@H]1CCCCO[C@H](CN(C)C(=O)Nc2cccc3ccccc23)[C@@H](C)CN([C@@H](C)CO)C(=O)c2cc(NS(=O)(=O)c3cn(C)cn3)ccc2O1	-53	0	14	-6.6
Cc1noc(C)c1S(=O)(=O)N(C)C[C@H]1OCCCC[C@@H](C)Oc2ccc(NS(=O)(=O)c3cn(C)cn3)cc2C(=O)N([C@@H](C)CO)C[C@@H]1C	-12	1	19	-4.7
O=C(NC1CCCCC1)N[C@@H]1CC[C@H](CC(=O)N2CCOCC2)O[C@@H]1CO	15	-7	.	-2.1
C[C@@H]1CCCCO[C@H](CN(C)S(=O)(=O)c2ccc(Cl)cc2)[C@@H](C)CN([C@@H](C)CO)C(=O)c2cc(NC(=O)c3ccccc3)ccc2O1	-83*	6	103	-1.5
C[C@H](CO)N1C[C@H](C)[C@H](CN(C)S(=O)(=O)c2ccc(F)cc2)OCCCC[C@H](C)Oc2ccc(NS(=O)(=O)c3cn(C)cn3)cc2C1=O	-15	-4	.	-1.2
COc1ccc(NC(=O)N(C)C[C@@H]2OCCCC[C@H](C)Oc3ccc(NS(C)(=O)=O)cc3C(=O)N([C@H](C)CO)C[C@H]2C)cc1	19	1	.	0.3
C[C@@H]1CCCCO[C@H](CN(C)S(=O)(=O)c2cccs2)[C@@H](C)CN([C@@H](C)CO)C(=O)c2cc(NC(=O)Cc3ccccc3)ccc2O1	-46	-4	-30	-0.9
Cc1noc(C)c1NC(=O)N(C)C[C@H]1Oc2ccc(NC(=O)C3CCCCC3)cc2CC(=O)N([C@H](C)CO)C[C@@H]1C	16	1	-25	2.8
O=C(C[C@H]1C[C@@H]2c3cc(NC(=O)C4CCC4)ccc3O[C@@H]2[C@@H](CO)O1)NCc1ccccn1	-5	-9	25	2.0
O=C(c1ccc(F)cc1)N1C[C@@H]2[C@H](c3ccccc31)[C@@H](CO)N2C(=O)c1ccccc1	14	-3	11	-0.2
COc1ccc(S(=O)(=O)N2CC[C@H]3[C@@H](CO)N(C)c4ccc(-c5ccc(F)cc5)cc4[C@H]32)cc1	21	3	11	-3.3
COc1ccc(S(=O)(=O)Nc2cccc3c2O[C@H](CN(C)Cc2ccc(C(=O)Nc4ccccc4N)cc2)[C@@H](C)CN([C@H](C)CO)C3=O)cc1	-31	-3	84	-3.9
C[C@H]1CN([C@@H](C)CO)C(=O)Cc2cc(NC(=O)NC3CCCCC3)ccc2O[C@H]1CN(C)CC1CCCCC1	-5	-2	16	-0.3
COc1ccc(NC(=O)N(C)C[C@@H]2Oc3ccc(NC(=O)C4CC4)cc3CC(=O)N([C@@H](C)CO)C[C@@H]2C)cc1	-6	1	-13	6.6
CCCN1[C@@H]2Cn3c(ccc(C4=CCCCC4)c3=O)[C@H]1[C@@H](C(=O)NCC(F)(F)F)[C@@H]2CO	9	-3	0	1.0
OC[C@H]1[C@H](c2ccc(C#Cc3ccccc3)cc2)[C@@H]2CN(CC3CCOCC3)CCCCN12	-63	47	?	-1.1
CCCNC(=O)C[C@H]1CC[C@@H]2[C@H](COC[C@@H](O)CN2C(=O)c2cccnc2)O1	-4	4&-4	-28	-12
O=C(C1CCOCC1)N1CC2(C1)[C@H](c1ccccc1)[C@H](CO)N2CCC(F)(F)F	40	9	.	-1.1
COc1ccc(NC(=O)N(C)C[C@@H]2OCc3cnnn3CCCC(=O)N([C@@H](C)CO)C[C@@H]2C)cc1	-4	-4	-50	-1.6
O=C(C[C@H]1C[C@@H]2c3cc(NC(=O)NC4CCCCC4)ccc3O[C@@H]2[C@H](CO)O1)NC1CCCCC1	7	-3	.	-0.2
CN(C)C(=O)C[C@@H]1C[C@@H]2c3cc(NC(=O)C4CCC4)ccc3O[C@@H]2[C@@H](CO)O1	0	-1	20	6.5
C[C@@H]1CCCCO[C@H](CN(C)Cc2ccc(Cl)c(Cl)c2)[C@H](C)CN([C@@H](C)CO)C(=O)c2cc(NC(=O)Nc3ccc(C(F)(F)F)cc3)ccc2O1	?	16	60	0.9
CCCNC(=O)C[C@@H]1CC[C@H]2[C@H](COc3ccc(NC(=O)Nc4cccc(C)c4)cc3C(=O)N2C)O1	-10	1	32	-3.6
CCCNC(=O)N(C)C[C@H]1Oc2cc(C#Cc3ccccn3)ccc2S(=O)(=O)N([C@@H](C)CO)C[C@@H]1C	3	-3	.	-0.6
O=C(NCCc1ccccc1)[C@@H]1[C@@H](CO)[C@@H]2Cn3c(ccc(-c4ccccc4)c3=O)[C@H]1N2	-5	0	0	-1.2
O=C(c1ccc2c(c1)OCO2)N1CC(=O)N2[C@H](CO)[C@@H](c3ccc(C#Cc4ccccc4)cc3)[C@@H]2C1	-54	-1	.	-2.7
Cc1cccc(-c2ccc([C@H]3[C@@H](CO)N4CCCCN(CCC(F)(F)F)C[C@H]34)cc2)c1	-85*	33	105*	-0.7
CNC[C@@H]1Oc2cc(-c3ccncc3)ccc2S(=O)(=O)N([C@@H](C)CO)C[C@H]1C	-6	2	69	0.4
Next entries
SMILES	Pf Dd2 inh	C diff growth	T cruzi growth	KDM4C inh
C[C@H]1CN([C@@H](C)CO)C(=O)Cc2cc(NC(=O)Cc3ccccc3)ccc2O[C@H]1CN(C)C(=O)Nc1ccccc1	-12	8	30	-0.5
CO[C@@H]1CN(C)C(=O)c2cc(NC(C)=O)ccc2OC[C@H](C)N(C(=O)c2ccccc2)C[C@H]1C	.	0	-23	4.1
CN1C(=O)c2cc(NC(=O)c3cccc(C(F)(F)F)c3)ccc2OC[C@H]2O[C@H](CC(=O)NCCN3CCCC3)CC[C@@H]21	-23	-1	4	2.7
CCCNC(=O)N1[C@@H]2CN(C(=O)c3ccc(F)cc3)c3ccccc3[C@@H]2[C@@H]1CO	0	-1	3	0.2
Cc1ccc(S(=O)(=O)Nc2ccc3c(c2)C(=O)N([C@@H](C)CO)C[C@H](C)[C@@H](CN(C)Cc2ccc(C(=O)O)cc2)OCCCC[C@H](C)O3)cc1	-45	.	.	0.7
